# Screens (PubChem BioAssay)
# CHRM4 PAM: CHRM4 positive allosteric modulation | P08173 | CHO-K1 hM4/Gqi5, Fluo-8 calcium fluorescence, ACh EC20; 0% = ACh EC20, 100% = maximal ACh | activation, % at 3 µM | hit rate 0.4% among 360,000 | AID 624126;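 active = activation above its plate's cutoff, the mean activation of sample wells plus 3 SD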; note: some results filed as inactive read as strong as hits
# Target sequence (P08173 whole entry, looked up): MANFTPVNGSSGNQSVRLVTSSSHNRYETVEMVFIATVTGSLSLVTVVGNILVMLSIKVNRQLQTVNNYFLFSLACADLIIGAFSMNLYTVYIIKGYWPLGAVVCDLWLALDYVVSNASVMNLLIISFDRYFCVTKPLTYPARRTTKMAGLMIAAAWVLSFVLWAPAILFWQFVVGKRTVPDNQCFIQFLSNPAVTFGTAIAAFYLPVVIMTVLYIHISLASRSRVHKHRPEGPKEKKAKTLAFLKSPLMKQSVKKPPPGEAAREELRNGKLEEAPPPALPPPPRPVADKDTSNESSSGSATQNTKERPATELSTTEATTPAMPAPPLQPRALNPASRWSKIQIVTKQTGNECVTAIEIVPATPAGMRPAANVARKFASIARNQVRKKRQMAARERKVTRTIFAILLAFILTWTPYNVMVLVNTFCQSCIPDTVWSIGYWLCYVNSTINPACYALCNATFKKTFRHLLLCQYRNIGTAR
# MEKK3 PB1 HTS: modulators (inhibitors or enhancers) of MEK5 binding to human MEKK3 PB1 domain; AID 1529; bead-based flow cytometry, Alexa488-MEK5 binding to MEKK3; actives lie on both sides; 0 = blocked by unlabeled MEK5, 100 = vehicle; binding response (% of control), % at 10 µM; hit rate 1.4% among 290,000;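 active = binding response more than 3 SD above or below the average of its plate-row segment, actives on both sides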;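 note: Alexa488 bead fluorescence after subtracting the streptavidin-only scavenger bead signal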
# IDE cell inh: inhibitors of human insulin-degrading enzyme in cells. inhibition, % at 5.59 µM. P14735. HEK cells, FAbetaB cleavage, fluorescence polarization. AID 434962. hit rate 0.41% among 320,000;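 active = percent inhibition above the average of all tested compounds plus 3 SD, set per screening campaign, cut at about 16% in these data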;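 note: IDE supplied by intact live HEK cells; FP after avidin binding of uncleaved biotin substrate so inhibition keeps polarization high; 0% = DMSO wells and 100% = 60 µM reference IDE inhibitor Ii1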
# IDE act: boosts human insulin-degrading enzyme activity in HEK cells. hit rate 0.073% among 340,000. activation, % at 5.96 µM. P14735. FAbeta-B cleavage, fluorescence polarization; 0% vehicle, 100% cell-free pure enzyme wells;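 active = activation above the mean of all tested compounds plus 3 SD, set per screening campaign, cut at about 17% in these data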
# PHOSPHO1 inh: blocks human PHOSPHO1 phosphatase activity | Q8TCT1 | recombinant PHOSPHO1, absorbance phosphatase assay | inhibition, % at 13.3 µM | hit rate 1.1% among 290,000 | AID 1565; in the data active = inhibition above about 60%
# Target sequence (Q8TCT1 whole entry, looked up): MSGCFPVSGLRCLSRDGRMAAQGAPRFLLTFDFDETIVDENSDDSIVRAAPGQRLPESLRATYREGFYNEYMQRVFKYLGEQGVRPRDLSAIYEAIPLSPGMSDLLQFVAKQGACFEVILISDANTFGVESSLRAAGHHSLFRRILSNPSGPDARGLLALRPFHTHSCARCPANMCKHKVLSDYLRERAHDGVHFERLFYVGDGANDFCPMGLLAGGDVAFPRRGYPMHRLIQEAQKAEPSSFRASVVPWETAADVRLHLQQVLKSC
# CRFBP-R2 block: antagonists of CRF-binding protein/CRF-R2 receptor complex. hit rate 0.59% among 350,000. inhibition, % at 11.8 µM. HEK293 CRF-R2/CRF-BP, CRF-induced calcium fluorescence;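 active = inhibition of the ligand-induced calcium signal above about 50% at the single tested concentration, limit read from the data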
# GalR3 antag: blocks the human galanin receptor 3; inhibition, % at 3 µM; O60755; hit rate 0.44% among 360,000; HEK293 GalR3-CNG cAMP membrane potential fluorescence; galR3 body fused to GalR1 C-terminus;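 active = inhibition above the screen-wide average plus 3 SD, cut at about 13% in these data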;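 note: forskolin and galanin both at EC90 stimulate the cells; cAMP rise reported by CNG channel membrane potential dye signal; 0% = forskolin plus galanin with DMSO and 100% = forskolin alone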
# Target sequence (O60755 1-299 limits assumed): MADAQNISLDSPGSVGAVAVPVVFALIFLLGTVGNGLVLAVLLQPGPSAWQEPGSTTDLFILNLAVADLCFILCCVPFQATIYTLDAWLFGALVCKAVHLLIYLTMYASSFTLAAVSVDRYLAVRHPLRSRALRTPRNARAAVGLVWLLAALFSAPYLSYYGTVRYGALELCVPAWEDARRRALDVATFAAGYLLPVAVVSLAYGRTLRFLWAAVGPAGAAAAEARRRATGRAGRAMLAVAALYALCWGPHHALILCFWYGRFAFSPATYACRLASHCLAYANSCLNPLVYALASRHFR
# CRFR2-BP ag: agonists of human CRF-binding protein/CRF-R2 receptor complex; HEK293 CRF-R2/CRF-BP, calcium dye fluorescence (FLIPR); percent of saturating CRF peptide response; activation, % at 13.2 µM; hit rate 0.46% among 350,000; AID 588473;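 active = activation of at least 50%, plus an integration ratio under a set limit after plate pattern correction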;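 note: plate controls were neutral control wells without compound for no effect and CRF at EC100 for full effect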
# pCIP destab: lowers stability of the mouse p/CIP coactivator protein; AID 1984; Q05BA5; decrease of EGFP signal, % at 10 µM; F442A p/CIP-EGFP cells, EGFP fluorescence, 16 h; hit rate 0.01% among 290,000;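 active = EGFP signal decrease of at least 30% at 10 µM or well 3 SD below plate mean, unless failing retest; inactive = the rest, including hits failing retest or dose response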; note: some compounds called inactive have numbers as strong as hits; many of its hits are not listed in these tables
# Active calls of the source: *; nt = not tested or not shown; & = joins results of further samples.
SMILES,CHRM4 PAM,MEKK3 PB1 HTS,IDE cell inh,IDE act,PHOSPHO1 inh,CRFBP-R2 block,GalR3 antag,CRFR2-BP ag,pCIP destab
O=[N+]([O-])c1cccc(S(=O)(=O)NCc2ccccn2)c1,-6.4,92.0,0.3,-1.5,13.8,10.4,-8.9,-1.0,-8.7
O=C(O)c1ccc(C(=O)O)c(C(=O)c2ccccc2)c1,10.5,99.0,4.2,4.7,21.0,3.5,-6.8,-0.2,-10.3
COc1ccccc1C(=O)NC1CCCc2ccccc21 (stereo unspecified),5.2,103.0,-5.7,4.7,20.0,8.7,-8.1,-0.2,6.1
O=C(NCc1ccccc1Cl)C1CCN(S(=O)(=O)c2ccc(N3CCCC3=O)cc2)CC1,-0.4,99.0,-4.7,-5.6,31.5,-1.1,8.3,4.4,3.1
COC(=O)c1ccc2c(=O)n(CCCN3CCOCC3)c(=S)[nH]c2c1,9.8,108.0,-2.1,-2.5,-31.9,-3.2,-7.8,-0.7,-6.3
N#CCC(CNc1ncc(C(F)(F)F)cc1Cl)OC(=O)c1cccc(C(F)(F)F)c1 (stereo unspecified),-2.7,90.0,-2.1,-2.6,-10.3,-14.1,-3.7,6.3,-17.0
Cc1ccc(C(=O)NNc2ncnc3c2cnn3C)cc1,0.8,96.0,10.3,3.1,-3.6,21.5,4.8,0.0,6.3
Cc1cccc(NC(=S)NNC(=O)c2cccc([N+](=O)[O-])c2)c1,-0.2,101.0,0.5,3.3,-18.3,13.1,-4.3,-0.6,-0.7
Cc1ccc(-c2cc(C(=O)NCCCN3CCOCC3)no2)cc1,12.3,102.0,-3.5,-3.1,-7.9,-6.0,-4.0,-1.1,2.6
Cc1ccnc2nc(C(=O)OCC(=O)N(CC(C)C)C3CCS(=O)(=O)C3)nn12 (stereo unspecified),2.4,nt,0.9,3.7,nt,1.7,1.2,0.3,nt
Cc1ccc2oc(C(=O)Nc3cc(C)on3)c(C)c2c1,5.1,nt,7.9,0.8,nt,-11.3,-2.0,-2.0,nt
O=c1c2ccccc2nc(-c2ccccc2Cl)n1O,9.3,102.0,3.8,6.2,24.4,2.3,0.9,1.0,-2.3
CCCCc1c(O)nc2n(c1=O)CCS2,20.4,92.0,4.1,-3.3,-6.7,10.1,-4.8,-1.2,8.5
O=C(COc1ncnc2ccccc12)Nc1ccc(Cl)c([N+](=O)[O-])c1,-6.1,103.0,1.6,1.1,-26.6,-8.4,-1.7,0.8,8.5
CCC(=O)Nc1ccc(N2CCN(C(=O)c3ccccc3C)CC2)cc1,10.4,86.0,5.9,4.9,10.9,4.2,-5.7,-0.8,8.8
CC(C)(C)C(=O)CC1(O)C(=O)N(Cc2ccccc2)c2ccccc21 (stereo unspecified),5.1,104.0,-2.5,1.9,16.0,-6.5,nt,-0.1,-21.4
Cc1cccc(OCc2nnc(SCC(=O)N(C)C3CCCCC3)o2)c1,-4.5,nt,nt,3.6,nt,36.4,-5.1,0.0,nt
Cc1nnc2sc(-c3cccc(NC(=O)c4cccnc4)c3)nn12,12.7,104.0,-2.7,1.5,-10.0,-5.7,-6.8,-1.4,3.7
Cc1cc(C)c(NC(=O)CSc2nnc(-c3ccco3)n2N)c(C)c1,-3.7,101.0,6.5,6.5,15.4,21.7,-5.2,2.8,-2.8
CCOc1ccc(NS(=O)(=O)c2cc(NC(=O)CCNC(=O)c3ccco3)ccc2OC)cc1,4.8,nt,nt,3.1,nt,-15.1,-2.5,-0.4,nt
O=C(NCCN1CCOCC1)/C(=C/c1ccc(Cl)cc1)NC(=O)c1ccccc1,2.0,101.0,4.5,0.4,26.5,2.5,-7.0,0.4,-1.2
COc1ccc(S(=O)(=O)NCC2CCCN(C(=O)c3cccnc3)C2)cc1 (stereo unspecified),5.0,100.0,6.5,3.4,26.2,-8.2,-1.3,-0.3,-8.8
COc1cc(C(=O)COC(=O)c2c(C)noc2C)cc(OC)c1OC,0.4,nt,1.7,-2.9,nt,0.2,-2.3,-0.2,nt
CCOC(=O)/C(=N\Nc1ccccc1[N+](=O)[O-])c1csc(N)n1,3.0,98.0,-0.3,4.9,20.3,10.2,-3.4,-0.2,-9.2
CCOC(=O)C1=C(C)NC(C)=C(C(=O)OC)C1c1cccc([N+](=O)[O-])c1 (stereo unspecified),0.8,93.0&98.0,4.2,1.4,13.3&15.8,22.7,0.4,-0.4,-4.1&-3.2
CC(C)[C@H](NC(=O)N1c2ccccc2NC(=O)[C@@H]1C(C)C)C(=O)N[C@@H](C(=O)O)c1ccccc1,-1.9,101.0,-1.6,-3.0,13.1,2.3,-0.5,-0.6,-1.2
COc1ccc(NC(=O)C(CCS(C)(=O)=O)NC(C)=O)cc1 (stereo unspecified),-1.9,93.0,2.0,-1.2,33.8,8.6,1.4,-0.6,7.3
CCOC(=O)N1CCC(N2Cc3cccc(C(=O)Nc4ccccc4OC)c3C2=O)CC1,-4.3,103.0,0.4,-0.5,33.2,17.7,-2.5,1.0,-7.1
CC(=O)Nc1ccc(S(=O)(=O)n2cnc3cc(C)c(C)cc32)cc1,-0.4,nt,-2.3,0.3,8.8,24.8,-2.4,-1.2,-37.6
CCOC(=O)c1ccc(NC(=O)CSc2nnc(Cc3cccs3)n2C)cc1,-2.0,75.0,-2.0,-5.8,1.3,-30.6,-3.0,5.0,-7.8

# Entries above that have a halogen:
SMILES,CHRM4 PAM,MEKK3 PB1 HTS,IDE cell inh,IDE act,PHOSPHO1 inh,CRFBP-R2 block,GalR3 antag,CRFR2-BP ag,pCIP destab
O=C(NCc1ccccc1Cl)C1CCN(S(=O)(=O)c2ccc(N3CCCC3=O)cc2)CC1,-0.4,99.0,-4.7,-5.6,31.5,-1.1,8.3,4.4,3.1
N#CCC(CNc1ncc(C(F)(F)F)cc1Cl)OC(=O)c1cccc(C(F)(F)F)c1 (stereo unspecified),-2.7,90.0,-2.1,-2.6,-10.3,-14.1,-3.7,6.3,-17.0
O=c1c2ccccc2nc(-c2ccccc2Cl)n1O,9.3,102.0,3.8,6.2,24.4,2.3,0.9,1.0,-2.3
O=C(COc1ncnc2ccccc12)Nc1ccc(Cl)c([N+](=O)[O-])c1,-6.1,103.0,1.6,1.1,-26.6,-8.4,-1.7,0.8,8.5
O=C(NCCN1CCOCC1)/C(=C/c1ccc(Cl)cc1)NC(=O)c1ccccc1,2.0,101.0,4.5,0.4,26.5,2.5,-7.0,0.4,-1.2

# The results go on:
SMILES,CHRM4 PAM,MEKK3 PB1 HTS,IDE cell inh,IDE act,PHOSPHO1 inh,CRFBP-R2 block,GalR3 antag,CRFR2-BP ag,pCIP destab
COc1ccc(NC2=CC(c3ccc(OC)cc3)N(c3ccc(OC)cc3)C2=O)cc1 (stereo unspecified),1.0,110.0,-3.4,3.2,34.9,27.7,-2.9,-1.8,12.3
CCCOP(=O)(c1ccc(N(C)C)cc1)C(O)c1cccnc1 (stereo unspecified),-3.8,104.0,5.0,2.0,8.3,1.6,-3.6,0.0,0.6
Cn1c(=O)c2c(nc(CN3CCC(C(N)=O)CC3)n2Cc2c(F)cccc2Cl)n(C)c1=O,-0.4,99.0,7.1,1.9,4.6,-0.1,-5.4,-1.1,-8.0
CCOc1ccc(N(CC(=O)Nc2nccs2)S(=O)(=O)c2c(C)noc2C)cc1,4.7,102.0,5.4,7.0,2.1,1.8,-1.6,1.5,-11.6
O=C(Cc1ccccc1)Nc1nnc(SCC(=O)NC2CCCC2)s1,-13.8,91.0,-2.5,7.6,31.7,14.0,9.8,-1.4,-3.5
COC(=O)c1cc(OC)c(OC)cc1NC(=O)CSc1ccc(C)cc1,0.0,91.0,2.8,-1.8,33.9,34.8,-1.1,2.3,-13.0
FC(F)Oc1ccccc1NC(=S)NCCc1ccccc1,0.1,nt,0.5,-4.1,nt,9.8,-0.4,0.0,nt
COc1ccc(-c2sc3cc4c(cc3c2C#CCO)OCO4)cc1,18.5,nt,-2.4,-8.9,nt,-25.8,-6.2,-0.2,nt
O=C(CSc1nn(-c2ccccc2)c(=S)s1)Nn1cnnc1,-0.7,nt,-1.9,5.3,-13.6,10.0,-4.2,0.4,-5.1
CCc1nnc(N/N=C\c2ccc(OC(C)=O)c(OC)c2)n1N,3.0,101.0,6.6,0.6,23.9,18.5,-9.4,-1.3,-0.2
COc1ccc(S(=O)(=O)N2CCCC2)cc1C(C)C,4.5,95.0,0.5,6.3,39.4,3.4,-3.5,-0.1,-12.1
COCCCNC(=O)c1c(-c2ccccc2)noc1C,22.7,93.0,1.1,-4.4,10.9,-6.5,-5.0,-1.1,5.7
CCOc1ccc(CCNC(=O)Cc2ccc(NC(=O)C3=C(C)OCCS3)cc2)cc1,-5.7,101.0,-0.6,1.5,-118.7,5.4,-7.8,-0.6,-4.2
COc1ccccc1OC(C)C(=O)O (stereo unspecified),10.7,95.0,-0.5,7.8,50.0,-4.7,-5.3,-0.8,8.0
O=C(COC(=O)c1ccc(Cl)c(S(=O)(=O)N2CCCCC2)c1)NCC1CCCCC1,-1.6,nt,-1.1,3.8,nt,-4.4,-0.9,-0.4,nt
CC(C)(C)OC(=O)CNC(=O)c1[nH]cnc1C(=O)NCCCCCN,-2.4,nt,1.2,-1.2,nt,0.7,-5.8,-0.2,nt
COC(=O)C1=C(C)Nc2nc(SCc3ccccc3)[nH]c(=O)c2C1c1cccs1 (stereo unspecified),8.0,112.0,1.2,2.3,16.1,-3.9,0.6,-2.4,-1.4
CC(C)CN(C(=O)CSc1nnc2ccccn12)c1c(N)n(CC(C)C)c(=O)[nH]c1=O,6.1,103.0,3.3,5.6,40.4,7.2,-0.6,-3.0,-3.3
O=C(NCc1ccon1)C1CCC(=O)N(CCc2cccc(F)c2)C1 (stereo unspecified),4.8,101.0,nt,3.0,nt,6.0,-1.7,-8.1,4.3
CC1CC(C)CN(C(=O)COC(=O)Cc2ccc(Br)cc2)C1 (stereo unspecified),0.6,100.0,1.8,6.3,14.0,7.8,-4.5,0.3,-12.6
O=C1CC(N2CCCCCC2)C(=O)N1c1ccc(F)cc1 (stereo unspecified),11.2,102.0,1.2,-4.7,15.4,3.7,-2.4,-0.7,-21.6
CC(=O)N(c1ccccc1)c1nc(/C=C/C(=O)O)cs1,-1.6,109.0,5.1,5.3,28.3,0.4,-5.8,-0.8,-2.5
Cc1ccc(-c2cc(-c3ccccc3)no2)cc1,18.0,nt,-1.8,6.5,nt,-0.1,-6.5,4.4,nt
CC(C)N(Cc1nccn1C)C(=O)c1ccc2oc(Cc3ccccc3)nc2c1,3.0,103.0,nt,-4.3,21.8,10.5,-3.8,-2.5,-1.1
CCOc1ccc(C2/C(=C(\O)c3ccc4c(c3)OCCO4)C(=O)C(=O)N2CCN2CCOCC2)cc1OC (stereo unspecified),-4.0,100.0,nt,1.4,26.5,5.0,4.4,-0.8,-19.9
C=CCNC(=O)C(=O)NCC(c1ccc2c(c1)OCO2)N1CCOCC1 (stereo unspecified),-6.5,99.0,6.1,1.2,30.7,13.1,-7.1,-1.1,0.5
COc1ccc(C(=O)NNC(=O)C(NC(=O)c2ccccc2NC(=O)c2ccco2)C(C)C)cc1 (stereo unspecified),0.3,96.0,-2.6,3.6,6.3,-0.9,-5.9,1.0,0.3
O=C(NC(c1ccccc1)c1ccccc1)c1ccc(Br)o1,13.3,105.0,-10.6,0.6,1.0,-31.9,-3.7,11.6,-0.3
CCOc1cccc(CN2CCC(n3nccc3NC(=O)CCCc3ccccc3)CC2)c1,-9.6,105.0,-3.5,5.8,22.6,-5.6,-0.3,-0.3,9.2
CCN(CC(=O)Nc1ccc(NC(C)=O)cc1)C(=O)CCCSc1nc2ccccc2[nH]1,0.4,nt,-3.6,3.2,nt,14.6,0.9,-0.6,nt
